High-throughput results from PubChem.
HCV inhibitor – qHTS Assay for Inhibitors of Hepatitis C Virus (HCV); Potency, µM (top dose mostly 41.8 µM), inactives show at the highest dose activity change, negative = inhibition, actives largely listed as inhibitors; Huh7.5.1 HCVcc-Cre infection, luciferase reporter, 44 h; 3.4% of 340,000 active; also: potency is read from the fitted curve at half-maximal effect
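Luciferase read-out (15 sec integration) after a 15 min room-temperature substrate step quantifies HCVcc-Cre infection. Cells, 1,000 per well, had compound added 4 h post-plating, then virus at ~0.5 moi, and were cultured 44 h.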
Giardia FBPA inh – qHTS Assay for Inhibitors of Fructose-1,6-bisphosphate Aldolase from Giardia Lamblia; A8B2U2; purified Giardia FBPA; Potency, µM (top dose mostly 59.6 µM), for inactives: at the top dose activity, negative = inhibition, hits mostly inhibitors; 0.71% of 290,000 active; also: potency is read from the fitted curve at half-maximal effect; nearly all actives have a fitted effect of over 55% in size
Target sequence (A8B2U2 whole entry, looked up): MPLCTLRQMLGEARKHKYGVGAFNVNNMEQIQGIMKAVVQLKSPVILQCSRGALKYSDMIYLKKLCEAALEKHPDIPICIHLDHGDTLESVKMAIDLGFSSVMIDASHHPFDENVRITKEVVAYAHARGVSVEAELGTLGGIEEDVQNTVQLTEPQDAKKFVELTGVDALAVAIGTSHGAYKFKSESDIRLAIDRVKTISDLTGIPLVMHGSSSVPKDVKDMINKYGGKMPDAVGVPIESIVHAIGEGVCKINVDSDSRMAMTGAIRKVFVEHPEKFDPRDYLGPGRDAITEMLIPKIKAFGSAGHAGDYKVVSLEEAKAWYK
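Giardia FBPA (40 nM reagent) was preincubated 10 min at RT with compound (up to 57.5 uM final), then substrate plus GAPDH/TPI/NAD/arsenate coupling system with diaphorase/resazurin was added; resorufin fluorescence (525/598 nm) was read after 20 min.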
AmpC detergent – qHTS Inhibitors of AmpC Beta-Lactamase (assay with detergent); 0.041% of 370,000 active; AmpC hydrolysis of nitrocefin, absorbance 480 nm, 0.01% Triton; Potency, µM (doses to about 114 µM), for inactives: at the highest dose activity change, negative = inhibition, actives largely listed as inhibitors; AID 485294, 2010; P00811;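 also: potency is read from the fitted curve at half-maximal effect; 0% = no-compound wells and -100% = no-enzyme wells; nearly all actives have a fitted effect of over 25% in size; some results filed as inactive show a strong effect at the top dose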
Target sequence (P00811 whole entry, looked up): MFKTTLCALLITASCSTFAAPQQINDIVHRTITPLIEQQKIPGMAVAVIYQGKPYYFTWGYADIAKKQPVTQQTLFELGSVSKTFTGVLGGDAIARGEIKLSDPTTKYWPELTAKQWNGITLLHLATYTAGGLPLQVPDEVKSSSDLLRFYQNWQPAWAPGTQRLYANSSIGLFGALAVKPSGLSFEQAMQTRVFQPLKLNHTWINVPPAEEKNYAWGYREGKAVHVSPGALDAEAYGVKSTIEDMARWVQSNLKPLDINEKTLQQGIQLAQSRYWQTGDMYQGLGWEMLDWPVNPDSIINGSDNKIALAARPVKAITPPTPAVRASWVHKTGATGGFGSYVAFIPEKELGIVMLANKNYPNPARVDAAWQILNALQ
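AmpC (5.3 nM in the dispensed reagent) in 20 mM phosphate pH 7.0 with 0.01% (detergent screen) or 0.0001% Triton X-100 was preincubated with compounds for 15 min at room temperature. Nitrocefin was then added from an 800 uM solution, and hydrolysis was followed at 480 nm.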
HCMV inh – qHTS Assay for inhibitors of the human cytomegalovirus (HCMV). HFF cells, HCMV-luciferase reporter, 72 h; stronger effect = lower value. activity change, negative = inhibition, % at 57.5 µM. 4.5% of 410,000 active. AID 1259415, 2018; in the data active = activity change below about -60%; inconclusive = no clear call, values can overlap the other calls; inactive = above about -39%
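Luciferase read-out from HCMV-luciferase-infected HFFs (MOI 1 PFU/cell) 72 h post infection at 37C; compounds added after 16 h cell attachment; activity normalized between buffer-only basal and Salinomycin (10uM) inhibitor controls.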
Sm TGR block – qHTS Assay for the Inhibitors of Schistosoma Mansoni Peroxiredoxins. purified TGR, DTNB reduction, TNB absorbance 405 nm. Schistosoma mansoni thioredoxin glutathione reductase (TGR), Q962Y6. 3% of 360,000 active. Potency, µM (series often up to 114 µM), inactives show top-dose activity change, negative = inhibition, usual class: inhibitors. AID 485364, 2010; also: potency is read from the fitted curve at half-maximal effect; nearly all actives have a fitted effect of over 60% in size
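First, TGR (20 nM dispensed) and NADPH were mixed with compound. Second, a 15 min room-temperature incubation followed. Third, further NADPH and then DTNB were added to start the reaction. Finally, TNB absorbance was monitored kinetically.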
AMA1-RON2 inh – qHTS for Inhibitors of AMA1-RON; Towards Development of Antimalarial Drug Lead: Primary Screen; AlphaScreen AMA1-biotinylated RON2 peptide binding; Potency, µM (highest dose often 58.2 µM), for inactives: at the top dose activity change, negative = inhibition, usual class: inhibitors; 0.2% of 360,000 active;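 also: potency is read from the fitted curve at half-maximal effect; 0% = vehicle wells and -100% = peptide control; nearly all actives have a fitted effect of over 45% in size; some results filed as inactive show a strong effect at the top dose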
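AMA1 (3D7) with his tag at 25 nM final met compounds first, then biotinylated RON2 peptide at 25 nM; detection used donor plus acceptor beads, 10 µg/mL apiece, read by AlphaScreen after 30 min at room temperature.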
Starred values were filed as active, the others as inactive; ? = inconclusive; . = no result given; & = joins results of further samples; [ ] = dose if it differs, or a comment. Unless noted, calls follow the shape of the dose curve; as a rule, active = well fitted curve in the direction sought with a large enough effect; inconclusive = small, poorly fitted or top-dose-only effect, or another doubt; inactive = no such curve, though single readings can be large; an effect the other way counts as inactive or inconclusive. Unless noted, % is scaled to controls: 0 for no effect and ±100 for the full control effect.

entry | molecule | HCV inhibitor | Giardia FBPA inh | AmpC detergent | HCMV inh | Sm TGR block | AMA1-RON2 inh
1 | O=C(CCCCCCCC(=O)c1ccccc1)c1ccccc1 | 15% | 1% | ? | ? | 1% | 44%[activator]
2 | CCN(CC)C(C(=O)Nc1ccc2c(c1)OCO2)c1ccccc1 (configuration not stated) | -19% | 0% | ? | -15 | 0% | -1%
3 | Cc1ccc(-n2ncc3c(N4CCN(C)CC4)ncnc32)cc1Cl | . | . | 8% | -38 | -21% | .
4 | CN(C)S(=O)(=O)c1ccc(C(=O)NNC(=O)C23CC4CC(CC(C4)C2)C3)cc1 | 2% | . | . | -29 | . | -2%[11.6 µM]
5 | CCc1ccc(CNC(=O)Cc2ccc(NC(=O)N3CCSc4ncccc43)cc2)cc1 | . | . | 17% | 0 | 4% | .
6 | Cc1ccc(NC(=O)N2C(=O)C3(OCCO3)c3ccccc32)cc1 | -1% | -9% | -16% | 25 | 0% | 21%
7 | COc1cc(C)ccc1OCCOCCN(C)Cc1ccccc1 | 14% | -25% | -11% | -21 | -4% | ?
8 | Cc1c(OCC(=O)N2CCC(C(N)=O)CC2)ccc2c3c(c(=O)oc12)CCCC3 | ? | 3% | -19% | 33 | 2% | 5%
9 | O=C(O)c1ccc(N2C(=O)/C(=C\c3ccccc3)N=C2c2ccccc2)cc1 | 13% | 8% | -14% | ? | -3% | 31%[activator]
10 | COCCn1c(SCC(=O)Nc2cc(C)on2)nc2ccccc21 | -18% | 0% | 2% | ? | -2% | 21%
11 | COc1ccc(CN2CCNC(=O)C2CC(=O)NCc2cnn(C)c2)cc1OC (configuration not stated) | 16% | -17% | 4% | 5 | ? | 21%
12 | Cc1ccccc1NC(=O)COC(=O)c1ccc2c(c1)OCCO2 | ? | . | ? | -22 | 3% | -5%
13 | CC(C)C(C)NC(=O)COc1ccc(-c2ccccc2)cc1 (configuration not stated) | ? | 0% | 3% | -20 | -16% | 0%
14 | COc1ccc(C(=O)NC(=S)NCc2ccccc2)cc1OC | -20% | -7% | -6% | -31 | . | 28%
15 | Cc1nc(SCC(=O)NCC2CCCO2)c2c3c(sc2n1)CCC3 (configuration not stated) | -13% | . | 2% | ? | -5% | 19%
16 | CCN1C(=O)[C@H]2[C@@H](c3ccc(Cl)cc3)N3C(=O)CN(CC4CC4)C(=O)[C@@]3(C)[C@H]2C1=O | -3% | -2% | -15% | 36 | -18% | -2%
17 | COc1ccccc1N1CCN(S(=O)(=O)CCNC(=O)C2CC(=O)N(c3ccccc3)C2)CC1 (configuration not stated) | -25% | -6% | -2%&20% | -11&-22 | 0%&5% | -8%
18 | COc1ccc(Cn2nnnc2C(c2cc(OC)ccc2OC)N2CCC(C(N)=O)CC2)cc1 (configuration not stated) | 26% | 6% | 2% | ? | 2% | -5%
19 | O=C1c2ccccc2C(=O)N1CCSc1n[nH]c(=S)s1 | 9% | -12% | -1% | -10 | -4% | 30%
20 | COCCOC(=O)c1cc(C(=O)c2cc(F)ccc2O)coc1=N | -10% | 0% | 2% | -8 | -1% | -9%
21 | COc1ccccc1CNC(=O)C1CC(c2ccc([N+](=O)[O-])cc2)=NO1 (configuration not stated) | -15% | 1% | -1% | -4 | 0% | 3%
22 | O=C(CN(CC1CCCO1)C(=O)CNS(=O)(=O)c1ccc(F)cc1)NCc1ccc(F)cc1 (configuration not stated) | -2% | . | 1% | 12 | 10% | -7%
23 | C[C@H]1CN(S(=O)C(C)(C)C)[C@H](CCO)/C1=C\c1ccccc1 (some centres not stated) | 15% | . | . | -27 | . | 0%
24 | CCOC(=O)C1=C(c2ccccc2)NC(SC)=C(C#N)C1c1cccnc1 (configuration not stated) | 18% | 6% | 2% | -33 | ? | -13%
25 | O=C(Nc1ccc(S(=O)(=O)N2CCOCC2)cc1)c1cc(S(=O)(=O)N2CCOCC2)ccc1Cl | ? | . | 6% | -19 | -21% | 4%
26 | Clc1ccc(SCc2cc(-c3ccccc3)no2)cc1 | 1% | 0% | -4% | -31 | 2% | 20%
27 | CCOc1ccc(C2CC(=O)NC(NC(=O)c3cccc(Cl)c3)=N2)cc1 (configuration not stated) | . | . | -3% | 93 | 1% | .
28 | CC(=O)OC1COC(OC(C)=O)CO1 (configuration not stated) | 12% | . | . | -15 | . | 2%
29 | CCCC(c1nnnn1CCOC)N(Cc1cc2cc(C)c(C)cc2[nH]c1=O)CC1CCCO1 (configuration not stated) | -5% | ? | 0% | 25 | ? | 7%
30 | Cc1csc(NC(=O)CS(=O)(=O)c2ccccc2)n1 | 1% | -6% | -10% | -14 | 2% | 7%
31 | O=C(NCc1cccnc1)C1CC2c3ccccc3C1c1ccccc12 (configuration not stated) | 4% | 6% | ? | -17 | 9% | -17%
32 | Cc1ccccc1-c1nc(CS(=O)(=O)CC(=O)NCc2ccco2)c(C)o1 | -4% | -2% | ? | 19 | ? | -6%
33 | COc1ccc(C(=O)COC(=O)CNC(=O)c2cccc(OC(F)F)c2)cc1 | 10% | 2% | -2% | -6 | 2% | -2%
34 | COc1ccccc1NS(=O)(=O)c1cc(NC(=O)c2cc3ccccc3oc2=O)ccc1C | ? | 9% | -10% | 0 | -15% | 0%
35 | O=C(O)c1ccc(/C=C/c2nc3ccccc3c(=O)[nH]2)cc1 | 17% | -5% | 7% | ? | -1% | 1%
36 | O=C(O/N=C1/CCSc2ccccc21)c1ccc(F)cc1 | 18% | 0% | -2% | 71 | -30% | 77%[activator]
37 | CC1CCN(c2nncc3ccccc23)CC1 | -9% | -1% | -10% | -34 | 5% | 0%
38 | O=C(c1cccc(S(=O)(=O)N2CCN(c3ccccc3)CC2)c1)N1CCCC(C(F)(F)F)C1 (configuration not stated) | ? | . | -4% | -91* | 2% | 2%
39 | Cc1cccc(-c2nnc(SCCC(=O)N3CCOCC3)o2)c1 | 25% | 0% | -6% | ? | 1% | -19%
40 | Cc1nc2ccccc2c2c1C(=O)N(C1CCCCCCC1)C2=O | 16% | 4% | -12% | -24 | 21% | -6%
41 | CC1=NNC(=O)C1Cc1ccc(F)cc1 (configuration not stated) | 10% | -14% | -5% | -10 | 25% | 17%
42 | CCCN1C2CCCC1CC(NC(=S)Nc1ccc(OC)cc1)C2 (configuration not stated) | -19% | -1% | -2% | -64* | 9% | -3%
43 | C=CCc1cc(Cl)ccc1OCCN(C)C | 14% | . | -11% | -14 | 0% | -21%
44 | CC(CC(=O)Nc1nnc(C(C)(C)C)s1)c1ccccc1 (configuration not stated) | 13% | 7% | -9% | 6 | -23% | 7%
45 | CN1CC=C2C(C#N)=C(N)C(C#N)(C#N)[C@H](c3ccoc3)[C@H]2C1 | 4% | ? | -13% | . | 0% | -9%
46 | CCOC(=O)N1CCC(=NNc2nc(C)cc(=O)[nH]2)CC1 | -6% | -29% | 2% | ? | 5% | 75%[activator]
47 | CCOC(=O)c1c(NC(=O)CC2SC(N)=NC2=O)sc2c1CCC(C)C2 (configuration not stated) | ? | -1% | ? | 6 | -8% | -3%
48 | Cc1ccc(CSc2nc(N)cc(N)n2)cc1 | 19% | 0% | ? | 10 | -7% | -6%
49 | Cc1noc(C)c1NC(=O)N(C)C[C@@H]1Oc2ccc(NC(=O)C3CCCCC3)cc2C(=O)N([C@@H](C)CO)C[C@H]1C | -3% | . | . | 37 | . | 1%
50 | Cc1cc(C)cc(NS(=O)(=O)c2cccs2)c1 | -5% | 0% | 3% | -7 | 0% | -22%
51 | Nc1cccc2c1C(=O)N(C(=O)c1cccc(S(=O)(=O)N3CCCCCC3)c1)C2=O | 16% | 4% | 3% | -15 | -28% | 23%
52 | Clc1ccc(C(c2ccc(Cl)cc2)n2cc[n+](CC(OCc3ccc(Cl)cc3Cl)c3ccc(Cl)cc3Cl)c2)cc1 (configuration not stated) | ? | -4%&-10% | -10% | -99* | -35% | -5%
53 | Cc1cccc(C(=O)NC(=S)NC(C)c2ccccc2)c1 (configuration not stated) | -21% | . | . | 30 | . | 27%
54 | Cc1cc(NC(=O)COC(=O)CCC(=O)c2ccc(F)cc2)no1 | 4% | -1% | -12% | -11 | -23% | -5%
55 | O=C(c1cc2ccccc2s1)N1CCN(c2ccccn2)CC1 | -12%[8.37 µM] | . | ? | 12 | 14% | 1%
56 | Cc1cc(NC(=O)C2CCCCC2)ncc1NC(=O)c1ccccn1 | -9% | -8% | -5% | 24 | . | 93%[activator]
57 | CC(C)c1ccc(/C=N/n2nnnc2Nc2ccccc2)cc1 | ? | -1% | -3% | -35 | -10% | 5%
58 | O=C(CSc1nnc(-c2ccncc2)o1)Nc1cc(F)ccc1F | -4% | . | 5% | 67 | -6% | 6%
59 | O=C(Nc1ccccc1F)Nc1cccc2ccc(O)cc12 | ? | ? | 1% | 17 | 32µM* | -7%
60 | CCCOc1cc2c(C#N)c(N3CCCC3)nc(N)c2c(N)n1 | ? | . | . | -16 | . | 88%[activator]
61 | CC1(C)Cc2c(sc3c2c(=O)n(Cc2ccccc2)c2nncn32)CO1 | 14% | 1% | -9% | . | 1% | 6%

Ten compounds from above, ordered by SMILES length, descending.
entry | molecule | HCV inhibitor | Giardia FBPA inh | AmpC detergent | HCMV inh | Sm TGR block | AMA1-RON2 inh
52 | Clc1ccc(C(c2ccc(Cl)cc2)n2cc[n+](CC(OCc3ccc(Cl)cc3Cl)c3ccc(Cl)cc3Cl)c2)cc1 (configuration not stated) | ? | -4%&-10% | -10% | -99* | -35% | -5%
38 | O=C(c1cccc(S(=O)(=O)N2CCN(c3ccccc3)CC2)c1)N1CCCC(C(F)(F)F)C1 (configuration not stated) | ? | . | -4% | -91* | 2% | 2%
47 | CCOC(=O)c1c(NC(=O)CC2SC(N)=NC2=O)sc2c1CCC(C)C2 (configuration not stated) | ? | -1% | ? | 6 | -8% | -3%
61 | CC1(C)Cc2c(sc3c2c(=O)n(Cc2ccccc2)c2nncn32)CO1 | 14% | 1% | -9% | . | 1% | 6%
46 | CCOC(=O)N1CCC(=NNc2nc(C)cc(=O)[nH]2)CC1 | -6% | -29% | 2% | ? | 5% | 75%[activator]
60 | CCCOc1cc2c(C#N)c(N3CCCC3)nc(N)c2c(N)n1 | ? | . | . | -16 | . | 88%[activator]
39 | Cc1cccc(-c2nnc(SCCC(=O)N3CCOCC3)o2)c1 | 25% | 0% | -6% | ? | 1% | -19%
57 | CC(C)c1ccc(/C=N/n2nnnc2Nc2ccccc2)cc1 | ? | -1% | -3% | -35 | -10% | 5%
36 | O=C(O/N=C1/CCSc2ccccc21)c1ccc(F)cc1 | 18% | 0% | -2% | 71 | -30% | 77%[activator]
37 | CC1CCN(c2nncc3ccccc23)CC1 | -9% | -1% | -10% | -34 | 5% | 0%
